Screening results from PubChem BioAssay.
Shn3 3UTR inh = Schnurri-3 reporter inhibition in Clone20 osteoblasts; 360,000 tested, 0.52% active; inhibition, % at 12.5 µM; Clone20 osteoblast Shn3 3'UTR firefly luciferase, 24 h;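 active = mean inhibition of at least 75% with every replicate also reaching 75%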;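 note: 0% = median of neutral control wells and 100% = pilot-screen positive control compound; some compounds past the cut are filed as inactive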
NR2E3 ag-1 = agonists of human NR2E3 nuclear receptor | CHO-S Gal4-NCOR/VP16-NR2E3 two-hybrid, luciferase | inhibition of corepressor binding, % at 3.98 µM | 360,000 tested, 0.35% active | AID 602229;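 active = inhibition above the mean of all tested compounds plus 3 SD, cut at about 70% in these data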;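 note: 0% = DMSO with NR2E3 transfected cells and 100% = cells lacking NR2E3 construct; higher means lower luciferase signal from less NR2E3 corepressor binding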
Target sequence (Q9Y5X4 whole entry, looked up, the tested form may be a part): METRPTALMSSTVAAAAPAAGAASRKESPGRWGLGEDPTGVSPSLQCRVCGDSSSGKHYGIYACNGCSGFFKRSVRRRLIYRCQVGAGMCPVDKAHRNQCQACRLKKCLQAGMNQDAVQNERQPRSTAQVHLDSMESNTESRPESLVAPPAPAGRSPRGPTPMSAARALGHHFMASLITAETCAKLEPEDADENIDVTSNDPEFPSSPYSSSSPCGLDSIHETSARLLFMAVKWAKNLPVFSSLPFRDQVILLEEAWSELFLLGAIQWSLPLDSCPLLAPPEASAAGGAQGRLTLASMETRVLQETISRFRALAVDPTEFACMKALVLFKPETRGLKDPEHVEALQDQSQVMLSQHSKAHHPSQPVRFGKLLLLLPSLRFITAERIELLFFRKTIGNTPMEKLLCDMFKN
PDI turbidity = blocks human protein disulfide isomerase activity | P07237 | PDI insulin aggregation turbidity, A650, 90 min | inhibition, % at 10 µM | 350,000 tested, 0.052% active | AID 588391;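 active = mean inhibition across replicates of 30% or more, whatever share of single replicates reach that level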;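 note: absorbance from insulin aggregation driven by PDI reduction with DTT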
Target sequence (P07237 whole entry, looked up): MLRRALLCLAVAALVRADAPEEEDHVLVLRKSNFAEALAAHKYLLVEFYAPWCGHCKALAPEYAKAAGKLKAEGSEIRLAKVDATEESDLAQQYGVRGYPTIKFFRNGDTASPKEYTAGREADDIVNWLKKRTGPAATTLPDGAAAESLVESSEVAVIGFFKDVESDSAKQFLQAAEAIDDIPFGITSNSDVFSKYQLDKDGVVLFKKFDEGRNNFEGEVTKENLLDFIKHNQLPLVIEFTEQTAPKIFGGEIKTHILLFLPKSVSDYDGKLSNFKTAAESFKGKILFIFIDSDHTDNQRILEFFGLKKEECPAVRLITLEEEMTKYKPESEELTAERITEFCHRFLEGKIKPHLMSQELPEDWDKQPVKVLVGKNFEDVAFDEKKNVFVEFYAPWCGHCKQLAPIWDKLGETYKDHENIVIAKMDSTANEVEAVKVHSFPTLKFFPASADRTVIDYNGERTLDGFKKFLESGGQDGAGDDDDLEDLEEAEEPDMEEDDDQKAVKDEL
Cardio protect = myocardial damage modulation in H9c2 cells. H9c2 cardiomyocytes, H2O2 injury protection, ATPLite, 2 h. protection from H2O2 cell death, % at 20 µM. 360,000 tested, 0.63% active;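 active = compounds giving at least 50% protection of heart cells from peroxide-induced death in the single-dose screen, raw or plate-pattern-corrected value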;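 note: 0% = DMSO wells with peroxide and 100% = DMSO wells without peroxide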
HIF-2a block = HIF-2a inhibition. 360,000 tested, 0.72% active. AID 624352. inhibition, % at 18.8 µM. 786-0 RCC cells HIF-2a reporter, luciferase luminescence, overnight;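 active = inhibition of the luminescence signal of 40% or more relative to plate controls, in a single-dose primary screen at 18.75 µM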
NR2E3 ag-2 = activates human photoreceptor nuclear receptor NR2E3; GST-NR2E3/biotin-RetCOR TR-FRET, 1536-well; 320,000 tested, 0.12% active; inhibition of corepressor binding, % at 4.78 µM; AID 2300; Q9Y5X4;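 active = percent inhibition above the cutoff of mean plus 3 SD of all tested compounds, set per screening campaign, cut at about 20% in these data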;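 note: 0% = DMSO wells and 100% = biotin wells as full block of FRET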
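Test system – NR2E3–RetCOR corepressor complex · Quantity – NR2E3 fusion 1.35 nM · Buffer or medium – Tris pH 7.5 · Incubation – Compound–protein incubation for 5 h at 4 °C · Technique – TR-FRET, Eu(K)-anti-GST donor, streptavidin-D2 acceptor, ex 340, em 617/671 nm · Evaluation – percent inhibition of 671/617 nm emission ratio versus biotin and DMSO controls · Plate – 1536-well format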
hiPSC survival = hiPSC single-cell survival enhancement; ATPlite luminescence; 100% = ROCK inhibitor wells, 0% = DMSO; survival enhancement, % at 20 µM; 360,000 tested, 0.044% active; in the data active = survival enhancement above about 18%;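 note: cells exposed to compounds for 16 hours before the ATP read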
TRPM1 prom inh = MITF TRPM1 promoter inhibition in SK-MEL-5 cells; SK-MEL-5 TRPM1 promoter luciferase, 24 h; 330,000 tested, 0.83% active; inhibition, % at 12.5 µM;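 active = mean inhibition across replicates of 60% or more, whatever share of single replicates reaches that level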; note: values of inactives mirror those of a sister screen read the other way
Peg3 promoter = reduces Peg3 promoter-driven luciferase expression in HeLa; HeLa PEG-Prom luciferase reporter, luminescence, overnight; inhibition, % at 20 µM; 360,000 tested, 1.7% active; AID 588405;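 active = inhibition of at least 50% at 20 µM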
CaV13 ICDI inh = Primary screen for inhibitors of IQ motif and Ca2+-dependent inactivation inhibitor domain binding in CACNA1D, Förster resonance energy transfer in living cells, …. HEK cells, CFP/YFP FRET ICDI-IQ, plate reader, 10 min; percent FRET-ratio fall versus neutral wells. inhibition, % at 12.3 µM. 340,000 tested, 0.098% active. AID 743397;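 active = mean replicate inhibition of at least 30% and at least 1% of replicates passing that level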;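 note: 0% = median of the neutral control wells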
HTR2A ag = activates the mouse 5-HT2A serotonin receptor; 360,000 tested, 0.66% active; CHO-K1 mHTR2A beta-arrestin complementation, luminescence; percent of 30 µM serotonin response; activation, % at 7.6 µM; P35363;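 active = activation above a run cutoff, the mean activation of all tested compounds plus 3 SD, cut at about 14% in these data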;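 note: 0% = plate median of compound wells and 100% = 30 µM serotonin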
* marks the source's active call; other numbers are inactive results; x = no result given.

SMILES	Shn3 3UTR inh	NR2E3 ag-1	PDI turbidity	Cardio protect	HIF-2a block	NR2E3 ag-2	hiPSC survival	TRPM1 prom inh	Peg3 promoter	CaV13 ICDI inh	HTR2A ag
CCCCNC(=O)CSc1nc2n[nH]c(C)c2c(=N)n1-c1cccc(Cl)c1C	26	21	-1	1	-10	5	2.5	20	22	-3	-2
Cc1cccc(CSc2ncc(CO)n2C)c1	-19	-30	5	5	-68	-1	-3.1	-24	-33	-5	0
CCNC(=S)N1CCN(CC(=O)Nc2ccc(Br)cc2)CC1	9	8	1	-2	22	-3	1.3	-9	18	-2	-1
CCOc1ccc(N2CC(C(=O)Nc3ccccc3F)CC2=O)cc1 (stereo not drawn)	-4	-9	-7	1	16	2	0.6	2	17	-4	7
C#CCSc1[nH]c(=O)cc(C)c1C#N	6	2	-4	0	6	2	1.2	-1	0	-4	-1
Cc1cc(NC(=O)Cn2c(C)nc3ccccc3c2=O)ccc1Br	20	5	19	-18	5	0	1.4	0	10	-1	1
CCOC(=O)CC/C(C)=N\N=C1\SC(CC(=O)O)C(=O)N1c1ccccc1 (stereo not drawn)	50	11	13	0	4	1	-0.4	5	7	-6	0
O=C(O)CSc1c2c(nc3cc(C(=O)Nc4cccc(C(F)(F)F)c4)ccc13)CCC2	10	4	-3	3	-22	6	-0.6	-18	-59	-7	0
Cc1ccc(SCC(=O)OCC(=O)NCC2CCCCC2)cc1C	5	-14	0	-2	12	-1	0.9	-1	9	-14	2
C=C(C)Cn1c(-c2cccs2)n[nH]c1=S	1	-18	-5	-4	3	2	-0.5	6	0	-17	0
CN(C)C(=O)C[n+]1cccc(/C=N/O)c1	-17	1	-6	-4	12	2	-1.1	-3	10	-10	0
CC1=C([N+](=O)[O-])C(c2ccccc2C(F)(F)F)NC(=O)N1C (stereo not drawn)	11	-14	5	-1	9	-1	0.5	1	-7	-13	6
CC(C)(C)c1nc(-c2ccccc2)nc2c1OCCC2	63	-6	4	-7	9	0	0.2	-16	15	-11	9
CCOC(=O)COc1ccc(Br)cc1/C=C1\SC(N)=NC1=O	-1	17	11	15	12	4	-1.0	2	2	-20	-6
Cc1ccc(S(=O)(=O)N2CCN(S(C)(=O)=O)C2C)cc1 (stereo not drawn)	-12	13	8	-3	8	-1	-0.4	0	1	-4	-2
Cc1nc(COc2ccc(C(=O)Nc3ccccc3N3CCOCC3)cc2)cs1	-5	-8	-4	-7	-33	-1	-0.2	-2	-4	-3	10
Cc1ccc(S(=O)(=O)N(C)Cc2nc(-c3ccncc3)no2)cc1	2	3	-3	0	27	1	-2.5	3	2	-4	2
Cn1nc(C(=O)OCC(=O)Nc2ccccc2[N+](=O)[O-])c2ccccc2c1=O	-14	-1	-5	6	8	-4	-3.2	5	9	-3	-4
COc1ccccc1NC(=O)N1c2ccccc2NC(=O)CC1C (stereo not drawn)	-43	-7	4	14	15	3	-0.1	1	12	0	0
COc1ccc(-c2csc(NC(=O)CSc3nnc(Nc4ccccc4C)s3)n2)cc1	7	-40	4	4	-15	1	1.7	3	11	-6	4
N/C(=N\OC(=O)c1cccc2ccccc12)c1ccccn1	-56	-131	-2	-4	-208	0	-0.6	-26	83*	-5	-1
CCOC(=O)c1ccc(NC(=O)CSc2nc(C)cc(=O)[nH]2)cc1	8	-11	1	17	18	-2	0.7	4	13	x	-2
O=C(NN1CCOCC1)c1ccccc1F	-3	-28	-9	2	-5	5	-0.6	2	15	-2	6
CN(C)C(=O)CN1C(=O)NC(c2ccccc2)(c2ccccc2)C1=O	-6	-22	9	7	4	3	-0.3	-5	8	-7	0
CSC1=NCCN1C(=O)C12CC3CC(CC(C3)C1)C2	-6	-4	-1	-3	11	0	-0.1	-13	9	-6	3
COc1ccc(Cl)cc1C(=O)NCCCSc1ccccc1	-2	-18	2	-5	-22	2	-0.1	4	3	-2	-7
O=C(c1ccco1)N1CCN(C(=O)C2CCN(S(=O)(=O)c3cccs3)CC2)CC1	2	5	12	-1	-2	0	-0.9	-7	1	-12	4
O=[N+]([O-])c1ccccc1S(=O)(=O)N1CCN(S(=O)(=O)c2ccc3c(c2)OCCO3)CC1	11	-2	5	-14	-3	x	-2.8	8	14	x	-4
Nc1ncnc2c1ncn2[C@@H]1O[C@H](CNC(=O)[C@@H](N)Cc2ccc(C(F)(F)F)cc2)[C@@H](O)[C@H]1O	-7	-52	-4	4	8	x	-0.1	-8	-5	-5	-1
Cc1ccc(S(=O)(=O)Nc2cc3c4c(c2)CCC(=O)N4CCC3)cc1	38	40	12	-8	-19	-1	0.0	-5	-44	-6	2
Nc1ccc2nc(SCc3ccccc3F)sc2c1	-73	-148	6	-10	-162	1	-0.3	-46	-264	-5	-3
CC(C)c1ccc(OCC(=O)Nc2ccc(S(=O)(=O)Nc3ccccn3)cc2)cc1	-1	1	-7	-10	-7	0	0.3	x	10	-3	0
CCOC(=O)c1nn(-c2ccc(OC)cc2)c(=O)c2c(N)scc12	11	16	9	-20	8	0	2.2	-8	32	-7	1
CC(=O)N1CN(S(=O)(=O)c2ccc(C)cc2)CC1C (stereo not drawn)	11	4	6	1	-9	1	1.6	-1	8	-7	3
O=C(CSc1nc2ccccc2c(=O)n1CCCO)N1CCc2ccccc21	3	-24	0	29	27	-3	-0.6	1	26	-4	-1
S=c1[nH]nc(-c2cccc(Cl)c2)n1/N=C/c1ccc(-c2ccccc2Br)o1	1	1	-1	-13	-2	-1	0.8	11	16	-5	-2
O=C(COC(=O)CNS(=O)(=O)c1ccc(F)c(F)c1F)NC1CC1	1	-12	-1	1	5	-1	1.9	1	-4	-5	-20
CN(CC(=O)Nc1ccc(OC(F)F)cc1)S(=O)(=O)/C=C/c1ccccc1	13	-13	-4	-1	-10	x	-0.4	10	18	-7	2
COc1ccc(-c2csc3ncnc(N4CCN(S(=O)(=O)c5cccc(F)c5)CC4)c23)cc1	25	16	4	47	17	-1	-0.4	-4	36	-2	11
Cc1ccccc1-n1ccnc1SCC(=O)NC1CCCC1	-17	-9	-4	-2	2	-6	-0.5	-5	-6	-11	-6

Some values from the list:
`Nc1ccc2nc(SCc3ccccc3F)sc2c1` in NR2E3 ag-1 = -148
`O=C(NN1CCOCC1)c1ccccc1F` in Shn3 3UTR inh = -3
`Cc1ccccc1-n1ccnc1SCC(=O)NC1CCCC1` in TRPM1 prom inh = -5

The list continues.
SMILES	Shn3 3UTR inh	NR2E3 ag-1	PDI turbidity	Cardio protect	HIF-2a block	NR2E3 ag-2	hiPSC survival	TRPM1 prom inh	Peg3 promoter	CaV13 ICDI inh	HTR2A ag
CN(C)S(=O)(=O)c1ccc2nnn(OCC(=O)NC3CCS(=O)(=O)C3)c2c1 (stereo not drawn)	0	-11	-1	7	12	-1	-1.0	2	26	-2	7
CNS(=O)(=O)c1cc(-c2nnc(Nc3ccc(CC(N)=O)cc3)c3ccccc23)ccc1C	0	3	-15	5	14	0	1.0	4	5	-6	6
COc1ccc(NC(C)C(=O)N2CCN(Cc3ccccc3)CC2)cc1 (stereo not drawn)	3	-27	4	-2	7	1	0.1	1	-3	-2	6
CCc1ccc(N2CC34C=CC(O3)C(C(=O)OC(C)C)C4C2=O)cc1 (stereo not drawn)	-30	-13	x	-7	6	5	-2.3	9	15	-2	-1
CCN(CC)c1ccc(C(=O)NNC(=O)c2ccc3c(=O)n4c(nc3c2)CCC4)cc1	-10	-19	-1	2	-4	-2	0.9	7	-18	-6	-2
CC(C)Oc1cccc(C(=O)C2CCCN(Cc3cnc(N4CCCC4)s3)C2)c1 (stereo not drawn)	32	-4	0	-11	8	3	-0.6	16	2	-4	-3
COc1cccc(C(=O)Nc2cc(OC)ccc2NC(=O)c2ccco2)c1	3	4	2	3	6	1	0.3	8	12	-6	3
OCCNc1nc(N2CCN(Cc3ccccc3)CC2)nc2ccccc12	-3	-18	-6	7	8	5	-1.0	0	-4	-9	-4
Cc1ccc(C(=O)Nc2cccnc2)cc1S(=O)(=O)N1CCCCC1	0	-4	-2	13	-19	2	1.2	-1	3	-6	2
O=C(CCC(=O)NNC(=O)COc1ccc(Br)cc1Br)NCc1ccccc1	-9	20	8	-2	-2	3	1.7	-5	5	0	10
CCNc1nc(Nc2ccc(C)c(Cl)c2)c2cnn(C)c2n1	0	31	1	1	20	2	0.0	-4	22	-21	-7
COc1ccc(S(=O)(=O)NC(=O)C2(C)CCN2C(=O)C2(c3ccccc3)CCCC2)cc1 (stereo not drawn)	6	-29	14	8	3	x	-2.3	x	2	-12	3
CC(OC(=O)c1ccccc1)C(=O)NCc1ccco1 (stereo not drawn)	15	-29	0	4	13	x	-2.2	12	-2	-2	4
CCOC(=O)c1ccc2c(c1)NC(=O)C(N1CCN(c3ccc(OC)cc3)CC1)S2 (stereo not drawn)	2	-9	-6	-1	1	1	0.5	2	26	-5	2
CCOC(=O)C[C@H]1c2ccccc2S(=O)(=O)N1c1cccc(OC)c1	-18	-9	-2	5	-68	2	-0.5	-2	-31	-3	-3
NS(=O)(=O)c1ccc(CNC(=O)/C=C/c2ccc(Cl)c(Cl)c2)cc1	18	19	9	-13	-20	1	0.7	-18	-3	-2	-2
Cc1[nH]c2ccc(C(=O)OC(C)C(=O)NCc3ccccc3)cc2c1C (stereo not drawn)	8	-26	3	-3	14	4	1.3	28	-1	-3	-1
Cc1ccc(S(=O)(=O)N2CCOCC2)c(C)c1-n1cnnn1	0	-22	-2	1	-7	-1	-2.4	10	-3	-8	3
CC(C)C[C@H]1CN=C(N(C)C)N1CCCCc1ccccc1	68	-15	7	-26	2	3	-0.3	-7	2	-9	20*
CC(=O)NC(Cc1c[nH]c2ccccc12)C(=O)N1CCN(S(=O)(=O)c2ccccc2)CC1 (stereo not drawn)	-1	8	-2	6	15	2	-0.6	17	10	-1	-6
Nc1nc(CSC(=S)N2CCOCC2)nc(Nc2ccc(F)cc2)n1	-72	-14	-6	-2	-198	1	-0.8	-27	-201	-5	2
O=C(Nc1ccc(Cl)c(Cl)c1)C1C2C=CC3(O2)C1C(=O)N(CCN1CCCCC1)C3C(=O)NC1CCCCC1 (stereo not drawn)	1	-8	13	2	-10	-2	-0.6	-9	11	-3	-7
O=c1oc2ccccc2n1CCc1ccccc1	-5	-6	-11	2	-62	-2	0.9	-9	0	-4	0
O=C(COC(=O)c1cn(-c2ccccc2)nc1-c1cccnc1)NC1CC1	3	13	-2	11	17	3	0.7	5	12	-6	-1

Shown with values under each structure: 2 of the compounds above.
Below each compound: Shn3 3UTR inh, NR2E3 ag-1, PDI turbidity, Cardio protect, HIF-2a block, NR2E3 ag-2, hiPSC survival, TRPM1 prom inh, Peg3 promoter, CaV13 ICDI inh, HTR2A ag
Cc1cc(NC(=O)Cn2c(C)nc3ccccc3c2=O)ccc1Br
 : 20, 5, 19, -18, 5, 0, 1.4, 0, 10, -1, 1
CCOC(=O)CC/C(C)=N\N=C1\SC(CC(=O)O)C(=O)N1c1ccccc1 (stereo not drawn)
 : 50, 11, 13, 0, 4, 1, -0.4, 5, 7, -6, 0
